# Screens: PubChem, several laboratories
# MsrA act = bovine methionine sulfoxide reductase A activation | purified bovine MsrA, absorbance read-out | AID 602163 | activation, % at 10.6 µM | hit rate 0.3% among 360,000; in the data active means activation above about 7.5%;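 further: 0% = vehicle and 100% = reference activator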
# MT1-MMP act inh = inhibitors of human MT1-MMP activation. P50281. GFP/RFP ratio change, % at 20 µM. HT1080 RFP-PRO-GFP cells, GFP/RFP ratio fluorescence, overnight; percent of plate control window, DMSO zero. AID 651647. hit rate 0.061% among 360,000;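 active means GFP/RFP ratio change of at least 30% with cell ATP level not reduced by more than half and red fluorescence within 50% of control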; further: strong numbers were not always called active
#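 Assay system: HT1080 RFP-PRO-GFP cells. Benchmarks: DMSO vehicle wells and RFP-L50D-GFP reporter cell wells. Times: overnight cell settling, then overnight compound exposure, 37 °C, 5% CO2. Compound: 20 µM single dose, 1% DMSO. Read-out basis: GFP/RFP fluorescence ratio.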
# MLLE-PAM2 inh = blocks PAM2 peptide binding to the PABP1 MLLE domain | hit rate 0.36% among 360,000 | inhibition, % at 20 µM | P11940 | GST-MLLE / FITC-PAM2 fluorescence polarization; in the data active means inhibition above about 35%, passing the limit was not always enough;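 further: plate controls were DMSO wells with GST-MLLE for no effect and wells lacking GST-MLLE protein for full effect; some results filed as inactive read as strong as hits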
# Target sequence (P11940 whole entry, looked up, the tested form may be a part): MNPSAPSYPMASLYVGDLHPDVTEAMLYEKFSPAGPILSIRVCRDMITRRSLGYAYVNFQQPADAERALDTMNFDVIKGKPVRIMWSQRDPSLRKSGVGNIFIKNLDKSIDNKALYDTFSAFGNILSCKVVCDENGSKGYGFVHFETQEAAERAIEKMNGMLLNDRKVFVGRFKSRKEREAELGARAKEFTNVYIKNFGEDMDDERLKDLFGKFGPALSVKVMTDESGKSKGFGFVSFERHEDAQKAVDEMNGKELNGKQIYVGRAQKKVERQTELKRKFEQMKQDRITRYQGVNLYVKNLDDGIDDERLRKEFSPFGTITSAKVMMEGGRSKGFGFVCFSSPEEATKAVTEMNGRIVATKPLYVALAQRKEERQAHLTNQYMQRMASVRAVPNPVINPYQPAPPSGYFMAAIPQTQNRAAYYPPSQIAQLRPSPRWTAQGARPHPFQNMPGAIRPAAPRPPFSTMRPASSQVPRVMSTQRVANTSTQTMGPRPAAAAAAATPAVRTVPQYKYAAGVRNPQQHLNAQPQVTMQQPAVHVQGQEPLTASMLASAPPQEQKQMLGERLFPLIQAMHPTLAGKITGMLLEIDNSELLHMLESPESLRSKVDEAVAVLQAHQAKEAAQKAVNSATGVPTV
# FAS-TE inh = inhibitors of human fatty acid synthase thioesterase domain; P49327; recombinant FAS-TE, OMFH fluorogenic substrate, fluorescence endpoint; inhibition, % at 15 µM; hit rate 0.67% among 360,000; AID 602261;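 active means compounds whose normalised, plate-corrected inhibition of enzyme fluorescence in the single-dose primary screen is 50% or more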;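 further: 0% = DMSO with enzyme and 100% = substrate without enzyme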
# SKN-1 block = C. elegans SKN-1 inhibition | inhibition, % at 21.8 µM | C. elegans VP596 Pgst-4::GFP/RFP ratio, acrylamide-induced, 24 h | AID 624304 | hit rate 0.49% among 360,000;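 active means interference check ratio from 0.5 to 1.5 plus GFP to RFP signal ratio inhibition reaching or exceeding a fixed threshold, cut at about 30% in these data, passing the limit was not always enough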; further: some compounds called inactive have numbers as strong as hits
# NRP1-CendR mod = modulators of CendR peptide binding to human neuropilin-1; AID 602438; FAM-RPARPAR peptide binding to NRP-1, fluorescence polarization; inhibition, % at 25 µM; hit rate 0.85% among 360,000; O14786;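 active means inhibition or corrected inhibition above about 18%, plus a signal ratio from 0.5 to 1.5, limit read from the data, passing the limit was not always enough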; further: strong numbers were not always called active
# eLon inh = inhibits E. coli Lon protease. inhibition, % at 7.94 µM. hit rate 0.42% among 360,000. purified E. coli Lon protease, fluorescence polarization; in the data active means inhibition above about 13%, passing the limit was not always enough;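 further: 0% = enzyme with probe and DMSO and 100% = no enzyme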
# MsrA inh = bovine MsrA inhibition | inhibition, % at 15.5 µM | hit rate 0.75% among 360,000 | purified bovine MsrA, absorbance read-out; in the data active means inhibition above about 4.5%;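 further: 0% = vehicle wells with enzyme and 100% = reference inhibitor wells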
# TbMetRS inhib = Trypanosoma brucei MetRS inhibition. inhibition, % at 11.9 µM. hit rate 0.4% among 360,000. AID 624268. purified T. brucei MetRS, ATP depletion, Kinase-Glo luminescence;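 active means inhibition above a per-plate cutoff of the control wells' mean inhibition plus 3 SD, cut at about 5.5% in these data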;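 further: 0% = DMSO wells median and 100% = median of wells with control inhibitor compound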
#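 technique = Kinase-Glo luminescence, ATP depletion format | system = purified MetRS (methionyl-tRNA synthetase) enzyme from Trypanosoma brucei | timing = 15 min preincubation, 2 h reaction, all 25 °C | evaluation = percent inhibition versus plate control medians | dosing = single dose, 11.9 µM final nominal, 0.9% final DMSO | also added = substrates ATP, L-methionine and bulk Escherichia coli tRNA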
# The depositor's hits bear a star; nt = no result given.
# Each structure is followed by: MLLE-PAM2 inh	FAS-TE inh	eLon inh	TbMetRS inhib	MT1-MMP act inh	SKN-1 block	NRP1-CendR mod	MsrA inh	MsrA act
Cc1cccc(NC(=O)c2ccc(COc3ccccc3)o2)n1
    16	5	-3	-0.4	0	0	8	1.3	-2
NC(=O)c1ccccc1NC(=O)/C=C/c1c(Cl)cccc1Cl
    4	12	-2	-1.3	-5	4	-8	-0.2	3
O=C(CC12CC3CC(CC(C3)C1)C2)Nc1ccc(C(=O)O)cc1
    4	-6	1	1.0	3	20	2	0.6	-3
O=C(CNC(=O)c1ccccc1Br)NNC(=O)c1cccs1
    5	-7	4	-0.4	1	11	-2	0.8	-1
CC1=C(C(=O)N2CCCCC2)C(c2cccs2)NC(=O)N1 (stereo not drawn)
    10	-8	2	-0.1	3	19	3	-0.1	-3
CCCCC(=O)Nc1ccc2oc(-c3ccncc3)nc2c1
    5	-3	-15	-1.7	-1	0	4	0.8	-12
Cc1cc(OCC(=O)NCCCn2ccnc2)c2c(C)cc(=O)oc2c1
    -1	-3	-1	-0.5	1	-2	20*	0.1	-3
CC(=O)C1C(c2ccc(Br)cc2)C2C(C)=NN=C2CC1(C)O (stereo not drawn)
    4	-3	-8	-0.6	3	6	18	3.2	-2
Cc1ccc(C(=O)N2CCN3C(=O)c4ccccc4C23c2ccc(Cl)cc2)cc1 (stereo not drawn)
    1	22	6	-0.4	0	19	10	-0.1	-5
Cc1ccc(CCNC(=O)C2CCC(CNc3c(N4CCC(C)CC4)c(=O)c3=O)CC2)cc1 (stereo not drawn)
    0	4	-8	0.0	4	13	8	-1.1	-2
CCN(CC)C(=S)Oc1c(Cl)cccc1Cl
    -18	19	-1	-0.4	3	-1	5	-1.0	-3
CC(OC(=O)c1ccc(NC(=O)CC#N)cc1)C(=O)Nc1ccc2c(c1)OCCO2 (stereo not drawn)
    -10	-4	-13	-0.4	-4	6	-7	1.0	-3
N#Cc1ccccc1S(=O)(=O)N1CCN(C(=O)c2cc(-c3ccccc3)nn2-c2ccccc2)CC1
    -4	36	3	0.0	-7	-5	7	-0.6	-2
O=C(O)C1C2C=CC(C2)C1C(=O)Nc1ccc2c(c1)OCCO2 (stereo not drawn)
    -1	-6	-7	-0.3	0	-6	11	nt	-1
CCN(CC)S(=O)(=O)c1ccc(OC)c(NC(=S)Nc2cccc(C)c2C)c1
    28	9	4	-1.0	0	-2	-6	-0.7	-9
O=C(O)c1c(F)c(F)c(F)c(F)c1-c1ccc(Cl)cc1
    -1	-8	-2	-0.4	-6	4	-11	-0.3	-3
O=C(CNC(=O)c1ccco1)OCC(=O)c1ccc2c(c1)CCCC2
    26	-5	-1	-0.7	1	-18	5	-1.1	-11
CCOc1ccccc1-c1nc(CN2CCCC2c2nccs2)c(C)o1 (stereo not drawn)
    9	-2	9	-0.1	-3	7	6	1.6	-1
COc1ccc(CNC(=O)C(=O)NCC2OCCN2C(=O)c2ccc(OC)cc2)cc1 (stereo not drawn)
    5	-1	2	-0.4	3	4	-12	-0.2	-4
COc1ccc(-n2nc([N+](=O)[O-])c(=NCCc3ccccc3)n2O)cc1
    1	-1	1	0.3	2	6	-6	-0.5	-2
Cc1ccc(C(C(=O)NC(C)(C)C)N(C(=O)c2csnn2)c2cccc(F)c2)o1 (stereo not drawn)
    2	-2	-4	0.2	-5	20	15	0.7	1
COc1cc(NC(=O)C(c2ccccc2)c2ccccc2)c(C(=O)O)cc1OC
    3	-3	-3	-0.8	2	-9	0	-0.2	-3
Cc1c(C(=O)OC(C)C)sc(N)c1C(=O)OC(C)C
    15	7	9	-0.8	-2	5	-8	1.5	0
CCOC(=O)C1=C(O)/C(=C/c2ccc(OCC(=O)O)c(OCC)c2)SC1=Nc1ccc(C)cc1
    5	1	-2	-0.8	-1	2	-51	4.5	-4
CS(=O)(=O)N1CCN=C1SCc1ccccc1
    -10	-9	4	0.3	0	-1	20	-0.3	-2
O=C(O)c1cccc(Oc2ccccc2[N+](=O)[O-])c1
    12	-13	1	-0.5	5	7	2	0.0	0
Cc1ccc(-c2nn(-c3ccccc3)cc2/C=C2\SC(=S)N(CC(=O)O)C2=O)cc1
    11	18	-12	-0.3	2	14	-100	2.6	-3
O=C(NCCCN1CCOCC1)c1ccc2c(=O)n(Cc3ccccc3)c(=S)[nH]c2c1
    -63	-6	4	0.2	5	6	10	-0.1	1
O=C(Oc1c(Cl)cc(Cl)c2cccnc12)N1CCOCC1
    10	-14	0	-1.7	4	3	-1	-0.6	-8
CC1=C(C(=O)OCC(Br)(Br)Br)C(c2cccc([N+](=O)[O-])c2)NC(=O)N1CCCC(=O)O (stereo not drawn)
    5	56*	4	-0.5	4	5	-4	0.4	-6
CN(C(=O)c1cccc(S(=O)(=O)N2CCCCC2)c1)C1CCS(=O)(=O)C1 (stereo not drawn)
    6	-4	-8	-0.3	4	-2	-5	0.2	-3
COC(=O)C1CCN(C(=O)c2cc(OC)c(OC)c(OC)c2)CC1
    1	-7	-4	0.3	-1	13	1	-0.6	-1
CCc1nc2c(OCCOc3ccccc3)cccn2c1N(C)C(=O)c1cccs1
    -3	-22	-3	-0.3	-5	10	-2	-0.6	1
Cc1cccc(-c2nnc(SCC(=O)C(C)(C)C)n2C)c1
    6	-3	-2	-0.1	0	-7	6	0.7	-3
CN1CCC(N(C)S(=O)(=O)c2ccc(NC(=O)COc3ccc([N+](=O)[O-])cc3)cc2)CC1
    -122	-5	-8	0.2	-4	8	0	0.2	-2
Cc1nc(CN(C)Cc2nc(Cc3ccccc3Cl)no2)cs1
    5	-5	1	-0.5	-2	-3	-1	-0.6	-10
CN(C)c1ccc(/C=N/NC(=O)c2cccc(N3CCCC3=O)c2)cc1
    8	0	1	0.1	0	6	-16	7.2*	-5
COc1ccc(NC(=O)C(NC(=O)c2ccc(=O)[nH]c2)c2ccc(OC)cc2)cc1 (stereo not drawn)
    5	-6	-9	-0.4	6	7	-4	0.8	-4
Cc1nn(-c2ccccc2)c(N2CCCC2)c1/C=C1\N=C(c2ccc(OC(C)C)cc2)OC1=O
    -78	-6	-10	0.5	1	1	-11	-0.1	-4
O=C(CCN1C(=O)/C(=C/c2ccco2)SC1=S)Nc1ccc(C(=O)O)c(O)c1
    -8	1	-27	1.3	3	20	-169	0.3	-4
Cc1cc(S(=O)(=O)Nc2ccc(C(=O)NCC(c3ccco3)N(C)C)cc2)ccc1F (stereo not drawn)
    0	-9	-2	-0.2	4	13	-9	-0.5	-2
COc1cc(OC)c(C2C(C#N)=C(N)Oc3cc(C)n(CCCN4CCOCC4)c(=O)c32)cc1OC (stereo not drawn)
    -2	-10	0	0.1	6	-4	0	-0.8	-3
Cc1cc(NC(=O)CCC(=O)N(c2ccccc2)C(C(=O)NC2CCCC2)c2ccc(F)cc2)no1 (stereo not drawn)
    0	-8	-4	0.0	-3	-4	-2	-0.3	-4
Cc1ccc2nc3ccc(N4CCCCCCC4)nn3c(=O)c2c1
    0	3	-5	-0.5	9	11	4	1.2	-1
Cc1cc(=O)[nH]c(N/N=C/c2c[nH]c3ccccc23)n1
    -6	-5	-12	-0.3	-9	2	-6	2.0	-3
COc1ccc(-c2csc(-c3cccs3)n2)cc1OC
    9	28	4	-0.6	0	13	-9	2.3	-4
Cc1ccc(N2CCN(S(=O)(=O)c3c(C)nc4sccn4c3=O)CC2C)cc1 (stereo not drawn)
    2	14	-3	0.2	1	19	6	3.7	-3
Cc1c(Cl)cccc1-n1c(SCC(=O)NCc2ccccc2Cl)nnc1-c1ccncc1
    -88	-1	-7	0.1	5	3	2	0.8	-1
COC(=O)C(C)N(c1ccc(C)cc1)S(=O)(=O)c1c(C)[nH]c(=O)[nH]c1=O (stereo not drawn)
    -8	-4	-10	-0.8	-1	4	3	-0.6	-10
CCOc1ccc(NC(=S)N2CCC(N(C)CC3CCCO3)CC2)cc1 (stereo not drawn)
    -20	-8	-4	-0.6	2	-5	-4	-0.4	-2
Cc1[nH]nc2c1C(c1ccc(-c3ccc(Cl)cc3)o1)C(C#N)=C(N)O2 (stereo not drawn)
    -1	-8	-17	1.8	-4	-7	-1	-0.5	-2
Cc1ccc2cccc(NC(=O)c3ccc(Br)o3)c2n1
    -3	24	-6	-0.4	-20	-1	5	0.1	-1
CC(Cc1cccs1)NC(=O)Nc1ccc(Cl)c(Cl)c1 (stereo not drawn)
    17	35	-6	0.5	-1	-5	5	0.2	-2
CCc1cccc(N(C(=O)c2csnn2)C(C(=O)NC(C)(C)CC)c2ccccn2)c1 (stereo not drawn)
    2	-9	6	-1.1	0	-1	-6	-0.6	-6
c1ccc(COc2ccc(OCCCN3CCCCC3)cc2)cc1
    -7	-12	-9	-3.1	10	-14	16	2.0	-11
CCC(=O)Nc1ccc(NC(=O)c2cc3ccccc3o2)cc1
    11	-3	9	-1.7	6	7	2	0.6	-2
CCC(=O)N1CCc2cc(S(=O)(=O)NC(C(=O)N3CCN(c4ccc(F)cc4)CC3)C(C)C)ccc21 (stereo not drawn)
    -1	-2	8	-0.2	0	23	1	-0.3	-2
Cc1occc1-c1nnc(SCC(=O)NCCc2ccccc2)n1Cc1ccccc1
    -66	-3	-3	-0.6	-2	24	3	-1.1	0
CN(C)CCCC(C)(O)C(C)(C)c1ccccc1 (stereo not drawn)
    -2	-8	-7	-0.8	-4	-7	-14	1.6	-2
CCN(CC)CCNC(=O)C1CCCCN1S(=O)(=O)c1cccc([N+](=O)[O-])c1 (stereo not drawn)
    8	-5	0	-0.2	2	14	-2	1.4	0

# New compounds follow:
# Each structure is followed by: MLLE-PAM2 inh	FAS-TE inh	eLon inh	TbMetRS inhib	MT1-MMP act inh	SKN-1 block	NRP1-CendR mod	MsrA inh	MsrA act
Clc1ccc2nc(-c3ccc(Cl)nc3)[nH]c2c1
    -8	3	1	25*	-1	6	-3	0.3	-7
Cc1ccc(CNC(=O)CSCc2ccccc2)cc1
    12	-8	-3	-0.7	-1	8	16	0.1	-5
Fc1ccccc1Cc1noc(CN2CCN(c3ccc(Cl)cn3)CC2)n1
    6	25	3	-1.1	1	10	4	0.4	-10
COc1cc2c(cc1OC)/C(=C/C(=O)c1cccc([N+](=O)[O-])c1)NCC2
    18	20	1	0.0	0	20	-10	1.7	-3
NC(=O)Cn1cc(/C=N/NC(=O)c2ccc(Cn3cc(Cl)cn3)o2)c(-c2ccccc2)n1
    -4	-3	0	-0.5	-8	12	-1	1.3	-3
O=C(O)C[C@H]1c2ccccc2S(=O)(=O)N1C1CCCCC1
    10	-7	-5	-0.2	-2	-10	8	-0.7	-4
CC1CCCN(S(=O)(=O)c2ccc(NC(=O)CN3CCCCC3)cc2)C1 (stereo not drawn)
    13	-3	-8	-1.0	1	6	-1	0.6	-1

# Structural class, the compounds so far containing a tert-butyl group.
# Each structure is followed by: MLLE-PAM2 inh	FAS-TE inh	eLon inh	TbMetRS inhib	MT1-MMP act inh	SKN-1 block	NRP1-CendR mod	MsrA inh	MsrA act
Cc1ccc(C(C(=O)NC(C)(C)C)N(C(=O)c2csnn2)c2cccc(F)c2)o1 (stereo not drawn)
    2	-2	-4	0.2	-5	20	15	0.7	1
Cc1cccc(-c2nnc(SCC(=O)C(C)(C)C)n2C)c1
    6	-3	-2	-0.1	0	-7	6	0.7	-3
